Bioassay records as filed in PubChem BioAssay.
AID2073: inhibitors of Mint1-CaV2.2 protein interaction, biochemical, HTRF (AID 2073); Voltage-dependent N-type calcium channel subunit alpha-1B (Homo sapiens); HTRF protein-protein interaction, Mint1-CaV2.2; higher % means a stronger effect; one-dose inhibition, % at 20 µM; IC50 in µM for titrated hits; actives 0.19% (n = 290,000); in the data active = inhibition mostly above about 51%, no sharp cut-off; inconclusive = no clear call, values can overlap the other calls; inactive = mostly below about 53%; also: some results filed as inactive read as strong as hits
GPR55 antagonists: GPR55 antagonists blocking LPI-driven arrestin recruitment, primary screen, imaging, U2OS, beta-arrestin-GFP, LPI agonist (AID 2013); G-protein coupled receptor 55 (Homo sapiens); U2OS GPR55 beta-arrestin-GFP translocation imaging, LPI antagonism; higher % means a stronger effect; inhibition, % at 10 µM; hits with a dose series show IC50 in µM; actives 0.13% (n = 290,000);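 active = spots per cell inhibited over 60%, with over 100 cells counted and total cytoplasm intensity under 500,000; inconclusive = wells with under 100 cells, flagged as likely toxic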;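 also: U2OS cells stably carrying GPR55 and arrestin-GFP stimulated by 5 µM LPI near EC80; imaged beta-arrestin-GFP aggregate spots per cell after agonist stimulation; plate controls were LPI-stimulated DMSO wells for no effect and DMSO wells without LPI for full effect; some results filed as inactive read as strong as hits; confirmed hits need IC50 under 10 µM and bright autofluorescent wells are also inconclusive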
HIV peptide binding: inhibitors of HIV fusion peptide binding, primary screen, biochemical, uHTS, fluorescence dequenching (AID 1986); cell-free peptide binding, fluorescence dequenching, 30 min; higher % means a stronger effect; inhibition, % at 20 µM, or IC50 in µM where a hit was titrated; actives 0.3% (n = 290,000); in the data active = inhibition mostly above about 52%, no sharp cut-off; inactive = mostly below about 76%; also: some results filed as inactive read as strong as hits
GPR35 antagonists: GPR35 antagonists blocking zaprinast-driven arrestin recruitment, primary screen, imaging, U2OS, beta-arrestin-GFP, zaprinast agonist (AID 2058); U2OS GPR35 beta-arrestin-GFP translocation imaging, zaprinast antagonism; higher % means a stronger effect; one-dose inhibition, % at 10 µM; IC50 in µM for titrated hits; actives 0.052% (n = 290,000);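 active = inhibition of at least 50% with at least 30 cells and total cytoplasm GFP at most 10,000,000; inconclusive = under 30 cells or total GFP of 10,000,000 plus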
KOR beta-arrestin-1: KOR antagonists, beta-arrestin recruitment, cell-based, luminescence, uHTS (AID 1778); Kappa-type opioid receptor (Homo sapiens); KOR beta-arrestin recruitment, luminescence, antagonist mode; higher % means a stronger effect; inhibition, % at 10 µM; hits with a dose series show IC50 in µM; actives 0.091% (n = 290,000); in the data active = inhibition above about 50%; also: strong numbers were not always called active
GPR55 beta-arrestin: GPR55 agonists via beta-arrestin recruitment, primary screen, imaging, U2OS cells, beta-arrestin-GFP redistribution (AID 1961). G-protein coupled receptor 55 (Homo sapiens). U2OS GPR55 beta-arrestin-GFP redistribution imaging; higher % means a stronger effect. one-dose activation, % at 10 µM; EC50 in µM for titrated hits. actives 0.048% (n = 290,000);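 active = activation above 40% with more than 50 cells counted in the well; inconclusive = wells holding fewer than 50 cells, flagged as toxic or sparse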;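 also: U2OS osteosarcoma cells stably expressing GPR55 and beta-arrestin-GFP; plate controls were DMSO negative control for no effect and LPI positive control for full effect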
Siah-1 displacement: Siah-1 peptide-binding antagonists, primary screen, biochemical, fluorescence polarization, rhodamine-plectin, uHTS (AID 1817) | E3 ubiquitin-protein ligase SIAH1 (Homo sapiens) | Siah-1 / rhodamine-plectin peptide fluorescence polarization; higher % means a stronger effect | one-dose displacement, % at 20 µM; IC50 in µM for titrated hits | actives 0.02% (n = 290,000);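 active = displacement of at least 50% at 20 µM, with a fluorescence ratio check between 0.3 and a set limit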;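 also: plate controls were Siah plus tracer with DMSO for no effect and tracer alone without Siah for full effect; strong numbers were not always called active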
NOD1 NF-kB reporter: NOD1 signaling inhibitors, primary screen, cell-based, luminescence, uHTS (AID 1578). NOD1-driven NF-kB luciferase reporter cells, luminescence; higher % means a stronger effect. inhibition, % at 4 µM, or EC50 in µM where a hit was titrated. actives 1% (n = 290,000); in the data active = inhibition mostly above about 36%, no sharp cut-off; inactive = mostly below about 34%;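 also: HEK-293T reporter cells stimulated with the NOD1 agonist gamma-tri-DAP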
KOR beta-arrestin-2: KOR agonists, beta-arrestin recruitment, primary screen, cell-based, luminescence, uHTS (AID 1777); activation, % at 10 µM; hits with a dose series show EC50 in µM; Kappa-type opioid receptor (Homo sapiens); actives 0.02% (n = 280,000); KOR beta-arrestin recruitment, luminescence; higher % means a stronger effect; in the data active = activation above about 50%, passing the limit was not always enough; also: a part of the inactive calls stands beside numbers as strong as those of hits
* marks the source's active call; other numbers are inactive results; i = inactive; ? = inconclusive; · = not tested or not shown; [ ] = another dose, or the depositor's remark.

SMILES	AID2073	GPR55 antagonists	HIV peptide binding	GPR35 antagonists	KOR beta-arrestin-1	GPR55 beta-arrestin	Siah-1 displacement	NOD1 NF-kB reporter	KOR beta-arrestin-2
CC1CC(C)CN(CCC(=O)Nc2ccc3c(c2)CCC3)C1 (configuration not stated)	5%	3%	0.8%	12%	-33%[20 µM]	0.4%	-2%	-14%	·
Cc1c(N2C(=O)C(=O)/C(=C(/O)c3ccccc3)C2c2ccc(F)cc2)c(=O)n(-c2ccccc2)n1C (configuration not stated)	7%	10%	0.8%	1%	31%	0.2%	3%	-16%	-2.7%
O=C(Nc1ccc(S(=O)(=O)N2CCCC2)cc1)N1c2ccccc2Sc2ccccc21	11%	9%	-4.8%	11%	-20%	-0.1%	2%	·	1.9%
O=C1[C@H]2[C@@H](c3ccc(F)cc3)N3C(=O)N(c4cccc(Br)c4)C(=O)[C@@]3(Cc3ccc(Cl)cc3)[C@H]2C(=O)N1C1CCCCC1	20%	16%	1.1%	5%	-59%[20 µM]	1.7%	13%	-14%	-0.1%
O=C(Nc1ccccc1)Nc1ccc(NC(=O)c2ccccc2O)cc1	8%	6%	-0.6%	2%	14%	0.2%	10%	-11%	0.1%
C=CCc1cccc(/C=N/NC(=O)CNc2cccc3ccccc23)c1O	6%	2%	15%	20%	-2%	-0.3%	-6%	7%	7.9%
CC1Cc2cc(S(=O)(=O)N3CCN(c4ccccc4)CC3)ccc2N1C(=O)C1CC1 (configuration not stated)	4%	-1%	16%	6%	-20%	0.3%	0%	16%	5.3%
CC(C)OCCCNC(=O)CN1CCN(Cc2ccccc2Cl)C1=O	-3%	-4%	-2.4%	0%	-4%	0.2%	4%	-7%	1.3%
Cc1nn(-c2ncc(C(F)(F)F)cc2Cl)c(=O)n1-c1cccc(F)c1	10%	2%	-0.3%	5%	-4%	-0.3%	11%	-50%	-1.8%
Cc1cccc(NCc2ccc(N(C)C)cc2)n1	8%	5%	1.0%	-22%	10%	-0.2%	3%	-58%	1.4%
COc1ccc(C(=O)NCC(=O)N2CCN(C(=O)c3ccco3)CC2)cc1	0%	20%	1.2%	12%	-11%	-0.1%	1%	-18%	3.3%
Cc1cccc(NC(=O)C2CCN(S(=O)(=O)c3c(C)noc3/C=C/c3ccco3)CC2)n1	14%	11%	10%	-2%	-22%	-0.1%	5%	-19%	0.4%
CCCCNC(=O)Nc1cnn(CC)c1C(N)=O	-1%	7%	-2.0%	-5%	-21%	-0.3%	1%	-6%	-4.8%
CC(=O)c1ccc(NC(=O)c2ccc(N3C(=O)c4cccnc4C3=O)cc2)cc1	18%	-7%	3.2%	17%	2%	-0.2%	1%	-29%	2.9%
O=[N+]([O-])c1ccccc1S(=O)(=O)N1CCN(Cc2cc3c(cc2O)OCO3)CC1	6%	8%	-2.5%	-8%	22%	-0.4%	8%	-17%	-6.3%
COc1ccc(CCN2CC(C(=O)N(C)CC(=O)Nc3cccc(F)c3)CC2=O)cc1OC (configuration not stated)	0%	3%	1.5%	0%	-42%	0.2%	4%	·	1.9%
CC(=O)Nc1cccc(NC(=O)CSc2nc(C)c(C)c(C)c2C#N)c1	2%	-5%	-3.4%	12%	6%	-0.4%	5%	-27%	1.1%
Cc1ccc(NS(=O)(=O)c2ccc(NC(=O)C3CC3)cc2)c(C)c1	3%	-4%	-0.1%	15%	20%	-0.1%	-1%	23%	-2.7%
CCCn1c(=O)n(C)c(=O)c2c(SCC(=O)NC34CC5CC(CC(C5)C3)C4)nc(CC(C)C)nc21	12%	-7%	-0.2%	-7%	3%	0.5%	2%	-14%	0.8%
COc1ccc(CCn2nnnc2CN2CCN(C(=O)c3ccco3)CC2)cc1OC	-12%	10%	-0.7%	-2%	-30%[20 µM]	0.3%	14%	-21%	·
CCC(C)NC(=O)CSc1nc2scc(-c3ccccc3)c2c(=O)[nH]1 (configuration not stated)	7%	2%	3.2%	6%	0%	-0.3%	4%	17%	2.7%
CCc1nnc(NC(=O)CSc2nnc(-c3ccccc3O)n2CC)s1	2%	0%	5.5%	-2%	20%	-0.1%	0%	-7%	-0.2%
O=C(Cc1cccs1)N1CCN(C(=O)C2CCCO2)CC1 (configuration not stated)	2%	17%	0.3%	9%	-54%	-0.2%	-3%	12%	-2.0%
N#Cc1ccccc1NC(=O)CC1c2ccccc2Oc2ccccc21	-1%	4%	1.0%	-1%	14%	-0.2%	7%	-24%	0.7%
CCn1c(C)c(C)c2cc(C(=O)N3CCN(c4ccccc4)CC3)ccc21	8%	-6%	-2.3%	5%	18%	0.3%	-7%	11%	-2.5%
O=C(CN1CCN(c2ccccc2O)CC1)NC(=O)NCc1ccco1	?	8%	7.4%	-1%	-8%	0.1%	2%	-13%	-1.4%
Cc1cc2cc(CNC(=O)c3ccc(S(=O)(=O)N4CCCCC4)cc3)ccc2n1C	29%	-11%	0.5%	10%	42%	0.3%	i	22%	-4.4%
O=C(OCc1ccc(F)cc1)c1cc(=O)c2ccccc2o1	4%	13%	1.3%	14%	1%	0.0%	11%	-8%	-0.7%
O=c1[nH]c(SCc2ccccc2)nnc1-c1ccccc1	14%	2%	6.7%	5%	20%	2.1%	-1%	-40%	3.3%
CC(C)COc1ccc(C(=O)OCCN2CCOCC2)c(O)c1	4%	-2%	0.1%	7%	10%	-0.1%	4%	-16%	-1.7%
CCOc1ccc2[nH]c(S(=O)(=O)CC)nc2c1Cl	4%	9%	2.3%	-13%	34%	-0.2%	4%	-23%	0.7%
CC(=O)Nc1ccc(OCC(O)CN2CCN(c3ccc(F)cc3)CC2)cc1 (configuration not stated)	4%	22%	-0.8%	4%	-13%[20 µM]	-0.1%	4%	4%	·
Cc1cc(-c2csc3ncnc(N4CCN(C)CC4)c23)cc(C)c1C	7%	12%	0.2%	9%	-35%	-0.2%	0%	-17%	-0.2%
O=C(CCSCc1ccccc1F)NCc1cccs1	7%	12%	1.8%	1%	17%	0.1%	6%	-26%	-2.1%
CCOc1cc(C(=O)N/N=C/C(Br)=C/c2ccccc2)cc(OCC)c1OCC	-9%	2%	-1.9%	-16%	-111%	-0.3%	4%	-22%	4.0%
CCOC(=O)C(C)n1cnc2c(cnn2-c2ccc(Cl)cc2)c1=O (configuration not stated)	5%	-4%	-0.6%	7%	-23%	-0.3%	3%	-13%	-4.8%

Continued; the last two above are carried over.
SMILES	AID2073	GPR55 antagonists	HIV peptide binding	GPR35 antagonists	KOR beta-arrestin-1	GPR55 beta-arrestin	Siah-1 displacement	NOD1 NF-kB reporter	KOR beta-arrestin-2
CCOc1cc(C(=O)N/N=C/C(Br)=C/c2ccccc2)cc(OCC)c1OCC	-9%	2%	-1.9%	-16%	-111%	-0.3%	4%	-22%	4.0%
CCOC(=O)C(C)n1cnc2c(cnn2-c2ccc(Cl)cc2)c1=O (configuration not stated)	5%	-4%	-0.6%	7%	-23%	-0.3%	3%	-13%	-4.8%
CCN(CC)c1ccc(S(=O)(=O)N2CCOCC2)cc1NC(=O)CSc1cccc[n+]1[O-]	1%	-10%	-2.5%	-5%	-42%	0.1%	-4%	-11%	6.1%
CC1=C(C(=O)N2CCN(c3cc(C)ccc3C)CC2)C2(CCC(C)CC2)OC1=O (configuration not stated)	-1%	11%	3.9%	5%	-3%	-0.2%	-4%	-10%	6.4%
FCCCOc1ccc(-c2nccc(-c3ccc(Cl)cc3)n2)cc1	11%	-2%	-2.7%	8%	21%	0.2%	-4%	-16%	-1.9%
COc1cccc(-n2ccnc2SCC(=O)Nc2ccccc2F)c1	-10%	-7%	-0.9%	2%	-14%	0.2%	-4%	-11%	6.0%
O=C(O)C1CCN(S(=O)(=O)c2ccc(N3CCOCC3)c([N+](=O)[O-])c2)CC1	3%	2%	0.3%	-2%	-9%	-0.2%	9%	-24%	-1.1%
COc1ccc(N2C(=O)CCC(C(=O)N3CCOCC3)C2c2ccc(F)cc2)cc1 (configuration not stated)	12%	-5%	-1.8%	-4%	1%	-0.1%	-4%	-14%	-3.5%
O=C(/C=C/c1ccc([N+](=O)[O-])cc1)NCc1cccnc1	-8%	6%	4.3%	8%	-7%	-0.1%	-2%	4%	4.2%
COc1ccc(NS(=O)(=O)c2ccc(NC(=S)NC(=O)c3cccc(F)c3)cc2)nn1	-3%	0%	4.3%	-6%	25%	-0.2%	-1%	-1%	4.7%
COC(=O)c1c(N)sc(C(C)=O)c1C	18%	-11%	0.4%	16%	15%	0.3%	4%	1%	-8.1%
CS(=O)(=O)N1CCN(C(=S)NCc2ccc(F)cc2)CC1	-7%	6%	-2.0%	19%	·	0.1%	-3%	-29%	-3.9%
COc1ccc(NC(=O)C2CCCO2)cc1Cl (configuration not stated)	0%	-4%	-1.1%	13%	-26%	-0.2%	4%	2%	-0.9%
COc1cccc(CN(C)C(=O)C2CCC(=O)N(Cc3cccc(F)c3)C2)c1 (configuration not stated)	2%	-3%	1.4%	0%	-15%	-0.1%	-1%	-33%	0.0%
O=C(N/N=C\c1ccc2c(c1)OCO2)c1cncc(Br)c1	4%	-19%	1.0%	-14%	-10%	-0.2%	-4%	26%	8.9%
COc1ccccc1N1CCN(C(=O)C(C)N(c2ccc(C)c(C)c2)S(C)(=O)=O)CC1 (configuration not stated)	1%	13%	2.0%	1%	-30%	-0.1%	-1%	4%	0.4%
Nc1c(-c2ccc3c(c2)OCCO3)oc2ccccc2c1=O	20%	9%	0.5%	-9%	13%	-0.2%	6%	-86%	-2.5%
Cc1cc([N+](=O)[O-])c(-c2ccc(/C=N/n3cnnc3)o2)cc1Cl	3%	-5%	15%	-1%	3%	-0.1%	4%	1%	-0.1%
O=C1[C@@H]2C(c3ccc(F)cc3)=NO[C@@H]2C(=O)N1Cc1ccccc1	2%	6%	0.2%	-7%	6%	0.1%	2%	-5%	5.5%
O=C(Cc1ccc([N+](=O)[O-])cc1)N1N=C(C2CC2)CC1(O)C(F)(F)F (configuration not stated)	-3%	-8%	-2.4%	17%	-26%	-0.5%	-9%	-16%	-4.3%
Cc1nn(C)c(C)c1Nc1ccc(N2C(=O)C3C4C=CC(C4)C3C2=O)cc1[N+](=O)[O-] (configuration not stated)	12%	-3%	-1.3%	-8%	-18%	-0.4%	2%	-26%	11%

The list is partial (hit frequency here may not be typical).
